PfHsp40 rescue = compounds rescuing yeast from Plasmodium falciparum HSP40 toxicity; S. cerevisiae expressing PfHsp40, growth rescue, ATP luminescence; growth rescue, % at 12.5 µM; hit rate 0.68% among 340,000; in the data active = growth rescue above about 28%, passing the limit was not always enough;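 also: yeast W303a lacking pdr1 and pdr3 grown in galactose medium; growth measured after three days at 30 °C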
TcdB inh = blocks C. difficile toxin B glycohydrolase activity; inhibition, % at 9.99 µM; AID 652162; TcdB glycohydrolase enzymatic assay, plate reader; hit rate 0.24% among 350,000; P18177; in the data active = inhibition above about 10%
Anthrax LF prot = blocks Bacillus anthracis lethal factor protease. inhibition, % at 10 µM. multiplex microsphere protease cleavage assay, LF. hit rate 0.12% among 360,000; also: plate controls were buffer without enzyme for full effect and enzyme alone for no effect
BoNT-A LC inh2 = inhibitors of Botulinum neurotoxin A light chain protease; multiplex microsphere protease substrate cleavage, flow cytometry; inhibition, % at 10 µM; hit rate 0.17% among 360,000; AID 588499; also: plate controls were buffer without enzyme for full effect and enzyme alone for no effect
CCHFV vOTU inh = CCHFV vOTU protease inhibition; Pep-AMC fluorescence; inhibition, % at 11.5 µM; hit rate 0.55% among 370,000; in the data active = inhibition above about 30%; also: 0% = vehicle wells with enzyme and 100% = no enzyme wells
Vc quorum ag = quorum light induction in luxS cqsA deficient V. cholerae; V. cholerae BH1578 lux reporter, luminescence, 6 h; activation, % at 18.7 µM; hit rate 0.16% among 350,000; AID 588436; in the data active = activation mostly above about 9.7%, no sharp cut-off; also: not every result past the cut was called active; inactives centre near 0; reference of the scale not given here
Yp Topo-I inh = blocks Yersinia pestis topoisomerase I activity; Y. pestis Topo-I cleavage product accumulation, plate reader; activity, % at 10 µM; hit rate 0.064% among 360,000; AID 504884; in the data active = activity above about 50%, passing the limit was not always enough; also: inactives centre near 2
PriA SSB inh = blocks PriA binding to SSB C-terminal tail; hit rate 0.6% among 430,000; AlphaScreen SSBct-PriA binding, biotinylated peptide; inhibition, % at 33 µM; in the data active = inhibition mostly above about 37%, no sharp cut-off; inactive = mostly below about 20%;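 also: plate controls were negative control peptide for no effect and reference peptide for full effect; strong numbers were not always called active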
SARS 3CLpro inh = SARS-CoV 3CLpro protease inhibition; recombinant SARS-CoV 3CLpro, quenched FRET peptide cleavage; inhibition, % at 6 µM; hit rate 0.14% among 290,000; AID 1706; in the data active = inhibition above about 12%
VHR inh abs = blocks human VHR1 dual specificity phosphatase. P51452. AID 1654. inhibition, % at 13.3 µM. hit rate 0.52% among 290,000. recombinant VHR phosphatase, pNPP absorbance; in the data active = inhibition above about 50%; also: some compounds called inactive have numbers as strong as hits
Numbers without * were called inactive; i = inactive; nt = not tested or not shown; & = joins results of further samples. Rule as the data show it, unless noted: active = inhibition above about 30%; inconclusive = no clear call, values can overlap the other calls; inactive = below that. Only part of the results is shown; the hit share may differ from the screen's.

SMILES	PfHsp40 rescue	TcdB inh	Anthrax LF prot	BoNT-A LC inh2	CCHFV vOTU inh	Vc quorum ag	Yp Topo-I inh	PriA SSB inh	SARS 3CLpro inh	VHR inh abs
CCOc1ccc(-n2c(SCC(=O)Nc3nccs3)nnc2-c2ccoc2C)cc1	-0.2	1.6	1	0.7	1	i	13	-9	2	23
CSc1ccc(S(=O)(=O)N2CCC(C(=O)Nc3ccccc3C(F)(F)F)CC2)cc1	1.6	1.4	4	-1.1	10	-0.2	29	-3	1	2
Cc1nnc(SC(C(=O)c2ccccc2)c2ccccc2)[nH]c1=O (stereo not drawn)	0.1	0.8	-10	-0.4	-2	-0.2	1	-6	-4	17
CCCCNS(=O)(=O)c1ccc(NC(=O)Cc2ccc(OC)cc2)cc1	-1.0	1.4	-4	-0.2	13	i	15	-7	-1	24
CC(C)c1ccc(O)c(NC(=S)NC(=O)c2cccnc2)c1	0.5	0.7	-6	-5.2	9	-0.3	-4	-8	1	4
O=C1c2ccccc2C(=O)N1CCCCSc1nc2ccccc2o1	0.0	nt	-2	0.2	10	-2.2	1	-40	0	-7
Cc1cccc(N=Nc2c(O)[nH]c3ccc(Br)cc23)c1	-0.9	0.8	0	0.6	-13	1.3	-7	-9	6	-5
Nc1nc(N)c2c(ccc3nccc32)[nH]1	-0.3	2.3	1	-0.9	-181	-5.6	-12	-16	-5	3
CCCNC(=O)NCCc1c(C)[nH]c2ccccc12	-0.9	1.1	5	2.0	3	-0.2	-4	3	0	29
Cc1c(NC(=O)Nc2cccc(F)c2)c(=O)n(-c2ccccc2)n1C	0.4	-0.8	0	1.3	-4	i	3	-17	2	19
CC(C)C(=O)N[C@@H]1c2ccccc2CC[C@@H]1O	-0.9	0.6	3	-0.2	7	i	7	-20	nt	nt
Cc1ccc(C)c(N2CCN(C(=O)CCc3nc(-c4cccc(F)c4)no3)CC2)c1	1.1	-0.2	2	0.2	21	i	22	-1	nt	nt
COc1ccc(-c2nn(-c3ccccc3)cc2/C=N/NC(=O)c2ccc(Br)o2)cc1	1.7	nt	-1	0.3	11	i	11	nt	-1	11
O=C(c1cccc(S(=O)(=O)Nc2ccccc2Cl)c1)N1CCCCCC1	-1.4	1.1	-4	-14	-2	i	-2	-4	nt	nt
Cc1cc(C)n(C2CCCCC2OC(=O)c2ccccc2)n1 (stereo not drawn)	-0.5	nt	-4	-1.4	0	0.5	1	0	5	-24
COc1ccc(-c2noc(N3CCC(C(=O)NCc4ccccc4Cl)CC3)n2)cc1	0.0	0.7	-4	-0.5	-6	i	2	5	3	6
Cc1cccc(NC(=O)NCc2ccc3[nH]c(C)cc3c2)c1	0.0	-0.3	-87	50*	-1	-0.3	-11	7	1	12
COc1cccc(CN2CC(C(=O)NCCc3nccs3)CCC2=O)c1 (stereo not drawn)	nt	0.4	-6	-0.3	5	-4.8	7	nt	nt	nt
COC(=O)CC1=NN(c2ccc(OC)cc2)C(=O)C1	0.4	0.0	-1	0.4	-2	0.6	0	1	0	12
Cn1cc(S(=O)(=O)CC(=O)N2CCCc3ccccc32)c2ccccc21	1.3	11*	-1	-0.8	10	-0.8	1	5	3	46
C=CCN(c1ccccc1OC)S(=O)(=O)c1cccc(C(=O)OC2CCOC2=O)c1 (stereo not drawn)	0.2	-0.2	0	-0.1	8	-0.4	19	0	nt	nt
O=C(Nc1ccc(F)cc1)C1CC(=O)n2ncnc2N1 (stereo not drawn)	-0.9	-0.3	-4	-0.2	4	i	-1	-8	2	3
C=CCOc1ccc(C2NC(=O)NC(C)=C2C(=O)OC)cc1 (stereo not drawn)	-0.7	nt	6	0.2	2	i	1	-5	2	-6
COC(=O)c1cn(Cc2ccc(F)cc2)c2ccccc12	nt	0.9	-2	-0.2	11	-0.3	12	nt	nt	nt
O=C1/C(=C/c2ccco2)Oc2c1ccc(O)c2CN1CCCCC1	-0.1	nt	0	-0.4	-3	i	-2	1	-2	-17

Molecules above that have a Cl atom, in the order listed:
SMILES	PfHsp40 rescue	TcdB inh	Anthrax LF prot	BoNT-A LC inh2	CCHFV vOTU inh	Vc quorum ag	Yp Topo-I inh	PriA SSB inh	SARS 3CLpro inh	VHR inh abs
O=C(c1cccc(S(=O)(=O)Nc2ccccc2Cl)c1)N1CCCCCC1	-1.4	1.1	-4	-14	-2	i	-2	-4	nt	nt
COc1ccc(-c2noc(N3CCC(C(=O)NCc4ccccc4Cl)CC3)n2)cc1	0.0	0.7	-4	-0.5	-6	i	2	5	3	6

Later entries
SMILES	PfHsp40 rescue	TcdB inh	Anthrax LF prot	BoNT-A LC inh2	CCHFV vOTU inh	Vc quorum ag	Yp Topo-I inh	PriA SSB inh	SARS 3CLpro inh	VHR inh abs
Cc1cccc(C(=O)O)c1[N+](=O)[O-]	-1.0	1.0	-3	0.3	-1	-0.3	1	5	nt	nt
NC(=S)NC(=O)/C=C/c1ccccc1	-0.3	1.5	1	0.5	0	-1.1	-5	-15	4	18
Cc1cc(C)cc(-c2nnc(SCC(=O)N3CCN(C(=O)c4ccco4)CC3)o2)c1	1.3	-0.1	-1	-0.3	4	-0.5	28	-2	0	3
CCN(CC)C1CC(=O)N(c2cccc(Cl)c2)C1=O (stereo not drawn)	79*	0.0	5	0.1	-11	-0.2	-1	-13	0	22
O=C(C(Cc1ccccc1)n1cccc1)N1CCN(Cc2ccccc2)CC1 (stereo not drawn)	0.4	nt	-6	-1.5	nt	-0.6	30	6	0	-6
CC1CCCN(S(=O)(=O)c2ccc3oc(=O)ccc3c2)C1 (stereo not drawn)	-0.1	-0.1	4	-0.8	0	-0.5	-2	-1	-6	28
CCOc1ccc(NC(=O)C2CCN(S(C)(=O)=O)CC2)cc1	-2.0	1.7	-7	0.4	-7	-2.1	-1	-4	3	10
COc1ccccc1-c1ccc2c(c1)C(C)(Cc1ccc(Cl)cc1)C(=O)N2 (stereo not drawn)	nt	-1.5	0	-0.9	-6	-0.7	3	nt	nt	nt
O=C1C(Cl)=C(N2CCOCC2)C(=O)N1c1cccc(Cl)c1	1.1	nt	-1	2.3	0	1.0	2	-16	2	21
CCC(C)n1[nH]c(=O)c2c(C)cc(C)nc21 (stereo not drawn)	-0.6	nt	2	-1.3	3	-0.6	-3	-8	-2	-9
Cc1c(-n2cc(C(=O)c3cc(Br)ccc3O)cc(C#N)c2=O)c(=O)n(-c2ccccc2)n1C	-0.4	nt	-2	1.0	7	i	3	-9	2	14
CSc1nc2ccccc2c(=O)n1C1CCOC(C)(C)C1 (stereo not drawn)	-1.5	0.0	-3	-0.5	16	-0.4	8	-4	-1	-10
Nc1nc(-c2ccco2)nn1C(=O)CCc1ccccc1	-1.5	nt	-1	0.8	10	0.9	-7	-6	-7	11
CCOC(=O)c1[nH]c(C)c(/C(O)=C2\C(=O)C(=O)N(CCCN3CCOCC3)C2c2cccnc2)c1C (stereo not drawn)	1.3	nt	0	0.0	-3	0.0	-5	nt	0	20
O=C(NCCSCc1ccco1)Nc1ccc(Cl)cc1	-0.1	nt	-8	-1.4	9	0.0	8	5	1	4
O=C(COC(=O)CSCc1ccccc1)NCc1ccccc1	-0.2	0.3	3	-0.9	10	-0.2	10	-2	8	21
COC(=O)C1C2CCCCC1C(=O)O2 (stereo not drawn)	0.0	0.1	5	-0.8	-5	nt	3	-7	nt	nt
C[C@H](CO)N1C[C@H](C)[C@@H](CN(C)CC2CCOCC2)Oc2cc(C#Cc3ccccc3F)ccc2S1(=O)=O	nt	1.4&-0.8	-1	-0.5	1	-0.3	14	nt	nt	nt
Cc1cc(C(=O)CN2C(=O)NC3(CCCc4ccccc43)C2=O)c(C)n1Cc1ccccc1 (stereo not drawn)	0.1	nt	0	-0.4	-3	-3.4	13	-2	3	0
COc1ccc(C(=O)C2CCCN(C(=O)c3c4c(nn3C)CCCC4)C2)cc1F (stereo not drawn)	1.1	-0.1	-2	-1.4	2	-0.2	8	-9	1	13
O=C(CSc1nnnn1-c1ccc2c(c1)OCCO2)Nc1nc2c(s1)CCCC2	0.6	-0.3	2	0.2	-4	-1.7	28	2	1	14
CN1C(=O)C2(N=c3ccccc3=N2)c2ccccc21	55*	nt	-5	-0.3	nt	-0.2	3	-8	-2	10
CC1(C)OC(c2ccccc2)=C/C(=C/C=C2C(=O)NC(=S)NC2=O)O1	nt	0.5	nt	nt	24	nt	nt	6	1	9
Cc1cc(C)c(CN2CCC(n3nccc3NC(=O)c3ccccc3Cl)CC2)cc1C	0.3	-1.1	2	1.2	23	i	9	-10	-4	2
N#Cc1ccc(OCC(=O)NN2Cc3ccccc3C2=N)cc1	-1.5	0.6	-3	0.1	-7	-0.3	0	-1	6	-10

(continued)
SMILES	PfHsp40 rescue	TcdB inh	Anthrax LF prot	BoNT-A LC inh2	CCHFV vOTU inh	Vc quorum ag	Yp Topo-I inh	PriA SSB inh	SARS 3CLpro inh	VHR inh abs
CCCCCCSc1cccc(-c2nc3cc(C)ccn3c2NC2CCCCC2)c1	2.6	-1.1	-3	-0.8	-3	i	9	0	nt	nt
Cc1ccsc1C(=O)Nc1cccc(-n2cnnn2)c1	0.0	-2.0	-1	1.0	-6	i	1	3	-5	11
NS(=O)(=O)c1ccc(NC(=O)COC(=O)/C(=C/c2cccs2)c2cccs2)cc1	1.5	0.5	4	0.4	6	-0.8	-9	8	0	1
COc1cc2c(cc1OC)CN(CC(=O)Nc1ccc(F)cc1)C(C(=O)O)C2 (stereo not drawn)	35*	1.1	6	1.5	8	i	0	-3	-4	2
CCC(C)NC(=O)c1ccccc1NC(=O)c1ccc(CSc2ccccc2)cc1 (stereo not drawn)	-0.8	nt	0	-0.3	7	i	19	-12	-8	16
CC(C)C(c1nnnn1C(C)(C)C)N1CCN(c2cccc(Cl)c2)CC1 (stereo not drawn)	-1.8	nt	-6	0.9	14	-0.8	13	8	4	25
COc1cccc(NC2c3ccccc3C(=O)N2Cc2ccco2)c1 (stereo not drawn)	0.3	-0.1	-4	-0.2	-3	-0.2	16	-5	1	5
COC(=O)c1ccccc1NC(=O)C1CCCN(S(=O)(=O)c2ccc(F)cc2)C1 (stereo not drawn)	1.9	nt	1	-0.9	2	i	-6	-15	2	-8
c1ccc(Sc2ncnc3ccccc23)cc1	-0.3	-0.6	0	0.8	3	-0.7	1	4	1	0
CCOC(=O)NC(=S)Nc1ccc(C(C)(C)C)cc1Br	0.5	0.2	-1	-1.2	-4	-0.6	16	-14	-1	22
O=c1[nH]c(/C=C\c2ccccc2F)nc(O)c1[N+](=O)[O-]	7.7	0.6	1	2.0	7	i	2	-16	-9	-16
O=C1C(=C2SCCCS2)CC/C1=C\c1ccc(F)cc1	-2.5	nt	8	0.9	4	-1.1	-6	-7	-2	25
c1ccc(-c2cn3nc(-c4ccccc4)sc3n2)cc1	-0.6	nt	-8	-0.5	nt	-0.4	-3	-14	nt	nt
CCOc1ccc(C2CC(c3ccccc3C)n3nc(N)nc3N2)cc1 (stereo not drawn)	1.1	0.1	-5	-1.5	-8	1.8	1	-8	-4	15
COc1ccccc1N1CCN(C2=NS(=O)(=O)c3ccccc32)CC1	-1.3	nt	4	-0.5	19	i	2	-15	-3	9
CN(Cc1ccco1)S(=O)(=O)c1ccc(CN2C(=O)c3cccnc3C2=O)s1	1.1	1.3	0	-0.4	26	-3.1	-3	5	-3	25
C/C(Cl)=C\Cn1c(Nc2cccc(C)c2)nc2c1c(=O)n(C)c(=O)n2C	2.0	0.8	0	-0.4	4	-1.4	2	-2	-1	3
COc1cc2cc(CCOC(=O)c3ccc(F)cc3)oc(=O)c2cc1OC	-0.1	-0.1	-3	-0.3	7	-0.6	24	-11	nt	nt
